TDP1 cell CPT: DT40-hTDP1 cell growth loss with CPT | chicken DT40 Tdp1-/-;hTDP1 cells + 20 nM CPT, ATP luminescence, 48 h | Potency, µM (titrated, usually from 46.2 µM), inactives show top-dose activity change, negative = growth inhibition, most hits filed as inhibitors | actives 12% (n = 420,000) | AID 686979; also: nearly all actives have a fitted effect of over 55% in size
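Cell growth measured by CellTiter-Glo luminescence after a minimum 48 h, 37 C compound exposure with 20 nM CPT in Tdp1-knockout DT40 cells stably expressing hTDP1, seeded 400/well; qHTS titration format.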
TDP1 inh: blocks human tyrosyl-DNA phosphodiesterase 1; recombinant TDP1, AlphaScreen DNA substrate cleavage; Potency, µM (titrated, usually from 130 µM), for the others: at the highest dose activity change, negative = inhibition, usual class: inhibitors; Q9NUW8; actives 0.28% (n = 350,000); also: nearly all actives have a fitted effect of over 40% in size
Target sequence (Q9NUW8 whole entry, looked up): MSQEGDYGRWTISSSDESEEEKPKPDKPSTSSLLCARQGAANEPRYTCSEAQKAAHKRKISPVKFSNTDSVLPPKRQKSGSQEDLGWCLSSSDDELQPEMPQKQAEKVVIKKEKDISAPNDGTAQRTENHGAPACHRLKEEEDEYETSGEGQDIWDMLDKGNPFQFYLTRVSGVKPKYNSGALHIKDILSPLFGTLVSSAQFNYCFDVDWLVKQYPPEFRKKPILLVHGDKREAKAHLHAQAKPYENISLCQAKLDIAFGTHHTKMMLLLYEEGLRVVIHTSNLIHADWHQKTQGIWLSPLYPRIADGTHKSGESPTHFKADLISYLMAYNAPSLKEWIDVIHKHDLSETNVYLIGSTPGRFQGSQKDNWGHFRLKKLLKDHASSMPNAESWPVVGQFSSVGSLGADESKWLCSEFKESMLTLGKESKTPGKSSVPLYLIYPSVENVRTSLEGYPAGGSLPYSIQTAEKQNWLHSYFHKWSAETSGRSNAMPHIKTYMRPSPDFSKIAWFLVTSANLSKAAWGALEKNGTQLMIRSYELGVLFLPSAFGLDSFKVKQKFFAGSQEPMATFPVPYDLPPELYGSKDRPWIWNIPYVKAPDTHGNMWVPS
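E. coli-derived human Tdp1, 1 nM final. Cpd preinc 15 min RT; substrate 15 nM final, 5 min RT; AS bead mix 10 ug/ml final, 10 min RT. Signal loss = tyrosine-FITC cleavage. No-enzyme wells = max signal.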
TDP1 cell noCPT: qHTS for Inhibitors of human tyrosyl-DNA phosphodiesterase 1 (TDP1): qHTS in cells in absence of CPT. DT40 Tdp1-/- hTDP1 cells, no CPT, ATP luminescence, 48 h. Potency, µM (doses to about 46.2 µM), for the others: at the highest dose activity change, negative = growth inhibition, actives largely listed as inhibitors. actives 15% (n = 420,000); also: nearly all actives have a fitted effect of over 55% in size
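Chicken DT40 Tdp1-/- cells complemented with human TDP1, screened without camptothecin (DMSO vehicle only), 400 cells/well. Compounds pin-transferred, cells incubated at 37 °C for at least 48 hr. Growth read as ATP-dependent luminescence (CellTiter-Glo, 30 min at RT).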
Starred values were filed as active, the others as inactive; ? = inconclusive; nt = no result given; & = joins results of further samples; [ ] = another dose, or the depositor's remark. Calls follow the shape of the dose curve; as a rule, active = well fitted curve in the direction sought with a large enough effect; inconclusive = small, poorly fitted or top-dose-only effect, or another doubt; inactive = no such curve, though single readings can be large; an effect the other way counts as inactive or inconclusive. % is scaled to controls: 0 for no effect and ±100 for the full control effect; potency is read from the fitted curve at half-maximal effect.

Results follow in this order: TDP1 cell CPT | TDP1 inh | TDP1 cell noCPT
- C=CCn1c(-c2ccccn2)n[nH]c1=S
→ -5% | nt | 3%
- CC(C)C[C@H]1CN(CCCC[C@H]2CNC(=O)C(=O)N2Cc2ccccc2)C(=O)C(=O)N1CCc1ccccc1
→ -1% | nt | -13%
- CCCCN(C)S(=O)(=O)c1ccc(C(=O)N(CCN(C)C)c2nc3ccc(C)cc3s2)cc1
→ -16% | 2% | -17%
- CCOc1ccc(CN(C)C(=O)[C@H](C)NC(=O)c2ccco2)cc1OC
→ 13% | nt | -3%
- COc1ccc(C2=NOC(Cn3nc(-c4ccccc4)cc3C(=O)NCc3ccccc3OC)C2)cc1 (stereo not drawn)
→ 12µM* | 1% | 10µM*
- Cc1nc(-c2cccc(F)c2)sc1CCNC(=O)C(=O)Nc1ccc2c(c1)OCO2
→ ? | 2% | -18%
- COc1cc(/C=N/NC(=O)c2ccncc2)ccc1O
→ 3%&18% | nt | 13%&0%
- O=c1cc(Cl)[nH]c(=O)n1Cc1ccc(F)cc1
→ -5% | 4% | -11%
- CC1CCN(C2=C(NS(=O)(=O)c3ccc(Cl)cc3)C(=O)c3ccccc3C2=O)CC1
→ -22% | 11% | -10%
- CN(C)c1ccccc1C(=O)N1CCCC(Nc2ccc(F)cc2)C1 (stereo not drawn)
→ -15% | 5% | 3%
- COc1ccc(NC(=O)CCC(=O)N/N=C/c2cccnc2)cc1
→ -1% | 3% | -29%
- COc1ccc(NC(=O)CN(C)CC(=O)NCCc2ccc(F)cc2)cc1
→ -1% | 0% | 1%
- Cc1cccc(CS(=O)(=O)c2ncc(Cl)c(C(=O)Nc3c(C)cccc3C)n2)c1
→ 3.7µM* | 6% | 4.1µM*
- COc1ccc(CCN(C)C(=O)CSc2nccn2C)cc1OC
→ 12% | -6% | 4%
- O=C(Cc1ccccc1[N+](=O)[O-])N1CCOCC1
→ 3% | nt | 22%
- Cc1cc(NC(=O)COC(=O)[C@@H]2CCCN2C(=O)c2cccs2)no1
→ -31% | nt | -13%
- C#CCOCCOCCOCCNc1nc(N2CCN(C(=O)[C@H](C)n3cc(CCC(=O)O)nn3)CC2)nc(N2CCN(C(=O)[C@H](CCCCN)n3cc(CCCC)nn3)CC2)n1
→ -17% | nt | 5%
- O=C(O)C1CCN(Cc2ccccn2)CC1
→ 4% | -1% | 3%
- C=CCn1c(Cc2csc(N)n2)nnc1SCC(=O)OCC
→ 3% | 9% | -5%
- O=C(Nc1cc(Cl)cc(Cl)c1)N[C@@H]1CC[C@@H](CCNS(=O)(=O)c2cccc(F)c2)O[C@@H]1CO
→ ? | nt | 16µM*
- O=C(NC1CC1)C1Nc2ccc(OC(F)(F)F)cc2C2C=CCC12 (stereo not drawn)
→ ? | nt | 13µM*
- C1CCCCCC(NCCN2CCNCC2)CCCCC1
→ 3.7µM* | nt | 2.6µM*
- COc1ccc(N2CCN(CCCNC(=O)C(=O)c3c[nH]c4ccccc34)CC2)cc1
→ ? | 12% | ?
- Cc1onc(-c2c(F)cccc2Cl)c1C(=O)Nc1nccs1
→ 3% | -4% | ?
- CCC(=O)NC(=S)Nc1ccc(NC(=S)NC(=O)c2ccccc2)cc1
→ ? | 5% | 18µM*
- Cc1oc(-c2cccs2)nc1CS(=O)CC(=O)NCCc1ccccc1 (stereo not drawn)
→ ? | 1% | ?
- O=C(Cc1ccccc1)NCC(=O)OC(c1ccccc1)c1ccccc1
→ -17% | nt | -22%
- CC(C)C1C(C#N)=C(N)Oc2n[nH]c(-c3ccc4ccccc4c3)c21 (stereo not drawn)
→ ? | 8% | 10µM*
- CCOc1ccc2nc(SCC(=O)Nc3ccc(S(=O)(=O)N4CCCC4)cc3)c(C)cc2c1
→ -22% | nt | 0%
- CCCCN(C)CCNC(=O)c1c[nH]c2ccc(S(=O)(=O)N(CC)CC)cc2c1=O
→ -20% | -4% | -6%
- COc1cc(OCc2ccccc2)c(OC)c(OCc2ccccc2)c1
→ 21µM* | nt | ?
- Cc1ccc(NC(=O)C2(c3ccccc3)CCOCC2)c([N+](=O)[O-])c1
→ -1% | 4% | -18%
- Cc1cc(NC(=O)CCC(=O)N(c2cccc(F)c2)C(C(=O)NC2CCCC2)c2ccncc2)no1 (stereo not drawn)
→ -4% | 3% | -3%
- COC(=O)Nc1ccc(S(=O)(=O)N2CCC(C(=O)NC3CCCCC3)CC2)cc1
→ -26% | 2% | ?
- CC1CCCCC12NC(=O)N(CC(=O)Nc1ccc(Cl)c(S(=O)(=O)N3CCOCC3)c1)C2=O (stereo not drawn)
→ ? | 0% | 18µM*
- CCOc1ccc(CC(=O)N/N=C(\C)c2cccnc2)cc1
→ ? | 5%[56.1 µM] | -18%
- C/C(=C\C(=O)c1ccc(Cl)cc1Cl)N(C)C
→ 0% | 2% | -20%
- CCOC(=O)c1cc2c(=O)n3ccccc3nc2n(CC2CCCO2)c1=NC(=O)c1ccc(OCC)cc1 (stereo not drawn)
→ 6.5µM* | 6% | 5.8µM*
- Cc1ccccc1CN(C)C[C@H]1OCc2cnnn2CCCC(=O)N([C@@H](C)CO)C[C@@H]1C
→ -1% | nt | -5%
- CCCN(CCC)S(=O)(=O)c1ccc2c(c1)N(CC(=O)NC(C)c1ccccc1)C(=O)CS2 (stereo not drawn)
→ ? | 3% | 23µM*
- COC(C[C@H]1O[C@@H]1[C@H](O)[C@H](C)OCc1ccccc1)OC
→ -5% | nt | -5%
- Cc1cccc(-c2nnc3sc(-c4ccccc4)nn23)c1
→ 20µM* | 1% | 13µM*
- O=C1CCC(=O)N1CC1CC2CCC1C2 (stereo not drawn)
→ 5% | 0% | 1%
- C[C@@H](NC(=O)Cn1ccc(N)nc1=O)c1cccc2ccccc12
→ ? | 0% | 12%
- COc1ccc(NC(=O)N2CCCc3cccc(C)c32)cc1
→ -3% | 5% | -3%
- COc1cc(C(=O)NCC2CCCO2)ccc1OCc1ccccc1 (stereo not drawn)
→ -8% | -1% | -19%
- COc1cccc(N2C(=O)CC(N3CCC(c4nc5ccccc5[nH]4)CC3)C2=O)c1 (stereo not drawn)
→ -17% | 13% | -2%
- CC(C)NC(=O)c1ccc2c(c1)N(Cc1cccc(Cl)c1)C(=O)c1ccccc1S2=O (stereo not drawn)
→ 21µM* | 4% | ?
- CCCC(=O)Nc1ccc(Cl)c(NC(=O)c2ccc(Br)o2)c1
→ ? | 0% | ?
- O=C(NCCCl)NNC(=O)c1cc2ccccc2cc1O
→ -3% | nt | -14%
- CCOc1ccc(C(=O)c2nc3c(n2O)CCCCC3)cc1
→ -17% | 7% | -17%
- COc1cccc(-c2cn3c(n2)sc2cc(C(=O)NC4CCCCCC4)ccc23)c1
→ ? | -3% | ?
- Cc1nnc(SC(C)C(=O)Nc2ccc3c(c2)OCCO3)s1 (stereo not drawn)
→ -6% | 4% | -4%
- COc1cccc(-c2cc(C(=O)N3CCN(c4ncccn4)CC3)c3ccccc3n2)c1
→ ? | 7% | 23µM*
- Cc1cc(C)c(C(=O)CSc2nc3ccccc3c(=O)[nH]2)cc1C
→ -19% | 2% | ?
- COc1ccc(NS(=O)(=O)c2cccc(C(=O)NCC(c3ccco3)N3CCCC3)c2)cc1 (stereo not drawn)
→ -9% | -8%[0.505 µM] | -27%
- COC(=O)c1nc(NC(=O)c2ccc(F)cc2)n[nH]1
→ -27% | 0% | -21%
- CC(=O)c1cccc(-n2c(=O)c3c4c(sc3n(CC(=O)c3ccccc3)c2=O)CN(C(C)=O)CC4)c1
→ 7% | 1% | 30%[activator]
- O=C(OCc1ccccc1)N1CCC2CC1c1c(Cl)cccc12 (stereo not drawn)
→ ? | nt | 18µM*
- O=C(NCC(=O)N(c1cccnc1)C(C(=O)NC1CCCCC1)c1cccnc1)c1ccco1 (stereo not drawn)
→ 3% | -3% | 0%

Reprinted at random: 3 records from the list.
Results follow in this order: TDP1 cell CPT | TDP1 inh | TDP1 cell noCPT
- O=C1CCC(=O)N1CC1CC2CCC1C2 (stereo not drawn)
→ 5% | 0% | 1%
- Cc1cccc(-c2nnc3sc(-c4ccccc4)nn23)c1
→ 20µM* | 1% | 13µM*
- COc1cccc(-c2cn3c(n2)sc2cc(C(=O)NC4CCCCCC4)ccc23)c1
→ ? | -3% | ?

An excerpt from above with just TDP1 cell CPT.
mol	TDP1 cell CPT
C[C@@H](NC(=O)Cn1ccc(N)nc1=O)c1cccc2ccccc12	?
COc1ccc(NC(=O)N2CCCc3cccc(C)c32)cc1	-3%
COc1cc(C(=O)NCC2CCCO2)ccc1OCc1ccccc1 (stereo not drawn)	-8%

(cont.)
Results follow in this order: TDP1 cell CPT | TDP1 inh | TDP1 cell noCPT
- COc1ccc(-c2cc(C(=O)N/N=C/c3cc(OC)c(OC)cc3OC)c3ccccc3n2)cc1
→ 10µM* | nt | 9.2µM*
- O=C(CCC(=O)N1CC2CCCN2c2ccccc21)NCc1ccccc1F (stereo not drawn)
→ 12µM* | 8% | 18µM*
- O=C(CCC(=O)Nc1ccccc1)N/N=C/c1ccco1
→ -24% | 3% | -9%
- COC(=O)c1cc(COC(=O)CNC(=O)c2cccc(C)c2)oc1C
→ 4% | 0% | -19%
- OC(c1ccc(F)cc1)c1ncc(-c2cccc(C(F)(F)F)c2)[nH]1 (stereo not drawn)
→ ? | nt | ?
- COc1cccc(NC(=O)CSc2c3c(nc4ccccc24)CCCC3)c1
→ 23µM* | 7%&0% | 21µM*
- CC(C)c1ccc(CC(=O)N2CCC2(C)C(=O)Nc2ccccc2)cc1 (stereo not drawn)
→ ? | nt | ?
- COc1ccccc1N1CCN(CC(=O)NCc2ccc(Cl)cc2)CC1
→ -13% | 5% | ?
- Cc1ccc(C(C(=O)NCC2CCCO2)N(C(=O)c2snc(C(N)=O)c2N)c2ccc(F)cc2)o1 (stereo not drawn)
→ -17% | nt | ?
- CCCCNC(=O)/C(C#N)=C/c1ccc(C(=O)OC)cc1
→ ? | 5% | ?
- CN(Cc1ccc(OCC(O)CN(C)Cc2ccccc2)cc1)Cc1nccn1C (stereo not drawn)
→ ? | nt | ?
- NC(=O)Cc1ccc(C(=O)c2ccc(F)cc2)s1
→ -1% | -2% | 2%
- Cc1cccc(N(C)C(=O)C(Cc2ccccc2)NS(=O)(=O)c2cccc3nsnc23)c1 (stereo not drawn)
→ ? | 5% | ?
- CCCCOc1ccc(C(=O)N2CCN(CCc3ccccn3)CC2)cc1
→ -20% | 4% | -23%
- CNC[C@@H]1OCc2cnnn2CCCC(=O)N([C@H](C)CO)C[C@H]1C
→ 1% | nt | 2%
- Cc1c(-c2ccc(Br)cc2)[n+](=O)c2c(n1[O-])CCCCC2
→ 4% | 7% | -7%
- Cc1cccc(N2C(=O)N3[C@H](c4ccc(Cl)cc4)[C@@H]4C(=O)N(C5CCCCC5)C(=O)[C@@H]4[C@]3(Cc3ccc(Cl)cc3)C2=O)c1
→ -1% | nt | 0%
- CN(C)c1ccc(-c2nnn(CC(=O)Nc3ccccc3N3CCOCC3)n2)cc1
→ ? | 12% | ?
- Cn1c(SCC(=O)N2CCOCC2)nc2sc3c(c2c1=O)CCCC3
→ 9.2µM* | 5% | 23µM*
- CC(=O)c1ccc(NC(=O)CN2CCC(C(=O)c3ccc4c(c3)OCCO4)CC2)cc1
→ -6% | -14% | ?
- CC(C)CC1C(=O)N(Cc2cn(CCC3OCCO3)nn2)CCS(=O)(=O)N1Cc1ccc(-c2ccc(Cl)c(Cl)c2)cc1 (stereo not drawn)
→ 8.2µM* | nt | 5.2µM*
- CCOc1ccccc1NC(=O)CSc1nnc(CNC(=O)c2cccs2)o1
→ 4% | 4% | 15%
- COC(=O)c1sc(C(F)(F)F)c(-c2ccccc2)c1S(=O)(=O)N1CCCC1
→ 10% | 0% | -18%
- Cc1ccc(NC(=O)CN2C(=O)S/C(=C\C(=O)Nc3ccc(Cl)cc3)C2=O)cc1
→ 12% | -1% | -19%
- Cc1ccc(S(=O)(=O)NCCN2CCNC2=O)cc1
→ -4% | 6% | -14%
- Cc1cccc2sc(NC(=O)[C@@H]3CCCN3C(=O)c3cccs3)nc12
→ 14% | 5% | 9%
- CN(C)S(=O)(=O)c1cccc(NC(=S)Nc2ccc3cn[nH]c3c2)c1
→ -27% | -2% | ?
- O=C(COC(=O)c1cncc(Br)c1)Nc1nc(-c2ccc(F)cc2)cs1
→ ? | 5% | ?
- CCn1c(SCC(=O)N2CCC(C)CC2)nc2c(c1=O)SCC2
→ ? | 1% | ?
- COc1ccc(CC(=O)Nc2ccccc2N2CCOCC2)cc1OC
→ 7% | -1% | -26%
- C[C@@H]1CN([C@H](C)CO)C(=O)CCCn2nncc2CO[C@H]1CN(C)C(=O)NC1CCCCC1
→ 5% | nt | -17%
- CCOC(=O)CC(NS(=O)(=O)c1ccc(NC(C)=O)cc1)c1ccc(OCC)cc1 (stereo not drawn)
→ -29% | 1% | -26%

High-throughput results (PubChem)
